# High-throughput results from PubChem BioAssay.
# Pf growth 96h – inhibits malaria parasite growth, 96 h | P. falciparum luciferase reporter growth, 96 h | Potency, µM (top dose mostly 28.7 µM), for the others: at the highest dose activity change, negative = inhibition, actives largely listed as inhibitors | 320,000 compounds, 6.9% hits; further: potency means the concentration at half of the fitted maximal effect; on the % scale 0 is the no-effect control and ±100 the full control effect
#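 96 h incubation, 37 C, 5% CO2, of luciferase-reporter P. falciparum-infected RBCs (2% hematocrit, 0.05% parasitemia final) with test compounds; endpoint luminescence.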
# Giardia FBPA inh – blocks Giardia fructose-bisphosphate aldolase activity; purified Giardia FBPA; 290,000 compounds, 0.71% hits; Potency, µM (highest dose often 59.6 µM), without a hit: top-dose activity, negative = inhibition, usual class: inhibitors; AID 2451; A8B2U2; further: potency means the concentration at half of the fitted maximal effect; on the % scale 0 is the no-effect control and ±100 the full control effect; nearly all actives have a fitted effect of over 55% in size
# Target sequence (A8B2U2 whole entry, looked up): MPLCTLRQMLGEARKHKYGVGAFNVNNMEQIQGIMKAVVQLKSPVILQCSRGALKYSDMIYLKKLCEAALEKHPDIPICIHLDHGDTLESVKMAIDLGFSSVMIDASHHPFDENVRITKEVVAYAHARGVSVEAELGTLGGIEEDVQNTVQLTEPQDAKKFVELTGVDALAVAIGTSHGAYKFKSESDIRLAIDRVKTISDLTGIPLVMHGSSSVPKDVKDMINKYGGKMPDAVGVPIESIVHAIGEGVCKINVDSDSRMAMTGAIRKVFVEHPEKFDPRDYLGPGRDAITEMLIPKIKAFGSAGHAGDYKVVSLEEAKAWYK
#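 40 nM FBPA preincubated 10 min at RT with compound (up to 57.5 uM final), then substrate plus GAPDH/TPI/NAD/arsenate coupling and diaphorase/resazurin added. Fluorescence read after 20 min at RT, 525/598 nm.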
# Pf growth 48h – P. falciparum growth inhibition at 48 hours (one generation) | P. falciparum luciferase growth in erythrocytes, 48 h | Potency, µM (doses to about 28.7 µM), for inactives: top-dose activity change, negative = inhibition, actives largely listed as inhibitors | 310,000 compounds, 5.9% hits; further: potency means the concentration at half of the fitted maximal effect; on the % scale 0 is the no-effect control and ±100 the full control effect
#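 Cell-based growth assay: transgenic P. falciparum expressing firefly luciferase, cultured in red cells within RPMI 1640 containing 0.5% w/v Albumax, 24 mM bicarbonate and gentamycin. A drop in luciferase activity indicates inhibition.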
# Shiga toxin inh – inhibitors of Shiga toxin in Vero cells. Vero cells, Shiga toxin protein synthesis inhibition reporter. inhibition, % at 38.7 µM. 290,000 compounds, 9.2% hits; in the data active means inhibition mostly above about 28%, no sharp cut-off; inactive means mostly below about 43%; further: 0% is about no effect
# Cycloheximide cs – affects cycloheximide protein synthesis inhibition readout, counter-screen; AID 2314; 300,000 compounds, 12% hits; cell reporter, cycloheximide protein synthesis inhibition counterscreen; max response, %; in the data active means max response mostly above about 13%, no sharp cut-off; inactive means mostly below about 14%; further: read at 38.3 µM for the half of the compounds with a filed dose; 0% is about no effect
# HCV inh – blocks hepatitis C virus. Huh7.5.1 HCVcc-Cre infection, luciferase reporter, 44 h. Potency, µM (doses to about 41.8 µM), for inactives: at the highest dose activity change, negative = inhibition, usual class: inhibitors. 340,000 compounds, 3.4% hits. AID 651820; further: potency means the concentration at half of the fitted maximal effect; on the % scale 0 is the no-effect control and ±100 the full control effect
#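 Cells seeded at 1,000/well and cultured 4 h, then compounds added followed by HCVcc-Cre virus (~0.5 moi). After 44 h further culture, luciferase substrate was added, plates held 15 min at room temperature, and luminescence read for 15 sec.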
# Active calls of the source: *; ? = inconclusive; . = no result given; & = joins results of further samples; [ ] = remark or other dose. Unless noted, the call rests on the fitted dose curve; in most records, active means well fitted curve in the direction sought with a large enough effect; inconclusive means small, poorly fitted or top-dose-only effect, or another doubt; inactive means no such curve, though single readings can be large; an effect the other way counts as inactive or inconclusive.
SMILES,Pf growth 96h,Giardia FBPA inh,Pf growth 48h,Shiga toxin inh,Cycloheximide cs,HCV inh
O=C(CCc1ccccc1)NNC(=O)c1ccccc1Br,36.1%[activator],3.0%,-12.0%,-6.9,-4.1,4.5%
CN1C(C(=O)Nc2ccc(F)cc2F)=CC(c2cccs2)=NS1(=O)=O,4.4%,6.1%,4.6%,26.8,-3.3,-5.7%
CCOc1cc(C2C(C#N)=C(N)Oc3c2c(=O)oc2ccccc32)ccc1OC(=O)c1cccs1 (stereo unspecified),3.0%,5.8%,10.7%,-15.7,-2.6,4.7%
O=C(CCNC(=O)C1CCN(S(=O)(=O)c2ccc(F)cc2)CC1)NCc1ccc(F)cc1,6.1%,-3.7%,8.5%,-12.2,-1.7,1.4%
Cc1cccc(C)c1OCCNC(=O)CCC(=O)c1ccccc1,36.0%[activator],2.7%,4.1%,-10.7,0.2,36.3%[activator]
CC1CCN(S(=O)(=O)c2ccc3c(c2)oc(=O)n3CC(=O)N2c3ccccc3CC2C)CC1 (stereo unspecified),-1.3%,0.4%,.,0.5,-1.3,12.6µM*
C/C(=C\c1ccccc1)C(=O)NCc1ccco1,?,1.6%,4.2%[5.75 µM],65.8*,35.6*,-0.2%
CCOC(=O)CN1C(=O)S/C(=C\c2ccc3c(c2)OCO3)C1=O,?,-0.5%,13.2%,4.6,1.2,8.0%
CCn1cc(C2=NC(C(C)C)CO2)c2ccccc21 (stereo unspecified),42.5%[activator],-2.4%,6.7%,1.4,-1.6,?
C#CCOCCOCCOCCNc1nc(N2CCN(C(=O)[C@H](Cc3cc4ccccc4[nH]3)n3cc(C(N)CC(C)C)nn3)CC2)nc(N2CCN(C(=O)[C@H](CCC(=O)O)n3cc(C(N)[C@H](C)CC)nn3)CC2)n1 (stereo partly specified),46.4%[activator],-10.2%,8.3%,41.7,-3.2,?
Cc1ccc(S(=O)(=O)N2CCC(=O)N(CCOCc3ccc(F)cc3)CC2)cc1,?,2.0%,14.8%,-13.2,-2.2,?
Cc1ccc(C)c(OCc2cc(C(=O)N3CCN(c4ccccc4C)CC3C)no2)c1 (stereo unspecified),11.7µM*,-4.2%,5.7%,113.5*,31.3*,?
CCCSc1nc2c(cnn2-c2ccccc2)c(=O)[nH]1,68.1%[activator],4.0%,15.5%,-12.7,4.7,-5.1%
CCCCCc1nc2c(=O)n(C)c3ccccc3c2o1,1.6%,0.0%[12.9 µM],?,123.4*,64.4*,5.4%
Cc1nnc(SCC(=O)NC(C)(C)C)n1NCc1cccc(Br)c1,18.5%,1.5%,1.6%,-7.3,-3.8,12.2%
CC(C)Oc1ccc(CNC(=O)Cn2ccc3cc(S(=O)(=O)N4CCCC4)ccc32)cc1,?,1.2%,-19.7%,24.5,-1.9,-5.7%
CCOc1ccccc1OCCCC(=O)NNC(=O)c1cc(C)oc1C,6.3%,.,-0.8%,.,.,2.0%
N#C/C(=C\c1c(Oc2ccc(Cl)cc2)nc2ccccn2c1=O)C(=O)NC1CCS(=O)(=O)C1 (stereo unspecified),-19.9%,6.3%,0.0%,-10.7,10.6,-27.5%
O=C(c1ccc(F)cc1)N1CCCC(N2CCN(Cc3ccc4c(c3)OCO4)CC2)C1 (stereo unspecified),?,.,1.3%,9.8,-1.3,-22.6%
Cc1sc2ncn(CC(=O)OCC(=O)NC(C)(C)C)c(=O)c2c1C,.,4.0%,4.7%,-0.9,-1.7,7.2%
CCOc1ccc(C2NCCc3cc(OC)c(OC)cc32)cc1OC (stereo unspecified),8.1%,4.3%,12.7%,26.4,10.4,-13.6%
C=C1c2ccc(C)cc2NC(=O)N1c1ccccc1,-8.6%,-4.8%,?,11.3,1.9,1.3%
Cc1cc(C)n2nc(C(=O)N/N=C/c3cccc(Cl)c3)nc2n1,62.5%[activator],0.0%,0.0%,33.8,9.4*,5.4%
O=C1c2[nH]nc(-c3ccccc3O)c2C(c2ccccc2F)N1Cc1ccco1 (stereo unspecified),.,-14.0%,?,-10.8,-1.5,?
O=C(N/N=C/c1c[nH]c2ccccc12)c1ccn(Cc2ccc(Cl)cc2)n1,?,-0.6%,-12.7%,-2.4,-2.4,-9.1%

# Next part.
SMILES,Pf growth 96h,Giardia FBPA inh,Pf growth 48h,Shiga toxin inh,Cycloheximide cs,HCV inh
CC(C)(C)NC(=S)NC(=O)C12CC3CCC(CC(C3)C1)C2,0.0%,5.3%,10.4µM*,-9.1,-3.2,-7.0%
CNC(=O)CSCc1cnn(-c2ccccc2)c1-n1cccc1,?,5.7%,.,40.7,10.2,9.8%
COc1ccc2c(c1)C13CCCC[C@@H]1C(C2)N(C)CC3 (stereo partly specified),-24.7%&-24.9%,2.3%,?,16.1,-5.7,?
CCN(CC)c1ccc(NC(=O)c2cc3ccccc3o2)c(C)c1,-19.9%,0.6%,-3.3%,58.5*,25.9*,?
Cc1ccccc1C(N)c1ccncc1 (stereo unspecified),5.86µM*,14.1µM*,31.0%[activator],-2.8,-0.7,19.0%
O=C(CC1SC(=O)N(Cc2ccccc2Cl)C1=O)Nc1nccs1 (stereo unspecified),-6.3%,4.0%,105.6%[activator],-2.8,-2.5,-0.6%
CCC(C)(C)NC(=O)C(c1cccs1)N(CC1CCCO1)C(=O)Cn1nnc2ccccc21 (stereo unspecified),.,13.2%,?,-2.1,-3.1,19.2%
CCOC(=O)c1oc2ccc(CNC3CCCCC3)c(Cl)c2c1C,-21.6%,6.7%,?,-3.2,-1.5,?
Cc1cc(C(=O)NNc2c(Cl)cccc2Cl)no1,0.0%,-7.8%,28.7%,-9.6,6.4,14.1%
CCCCn1c(=O)c(CCC(=O)OCC(=O)Nc2ccc(C)c(Cl)c2)nc2ccccc21,64.1%[activator],0.5%,18.6%,-2.2,-1.7,1.0%
Cc1cc(=O)[nH]c(-n2[nH]c3c(c2=O)CCCC3)n1,?,?,4.15µM*,2.7,7.4,7.2%
CCN(CC(=O)NCC1CCCO1)S(=O)(=O)c1ccc2ccccc2c1 (stereo unspecified),-17.8%,-2.9%,13.9%,-7.3,-0.8,?
Cc1ncc([N+](=O)[O-])n1CC(C)O (stereo unspecified),-9.1%&42.5%,1.5%&3.0%&0.3%,-2.9%&42.3%,-5.3&11.1,-4.6&-3.9,2.82µM*
Nc1cc2c(cc1[N+](=O)[O-])OCCO2,17.1%,2.5%,-0.1%,-7.9,7.6,18.3%
CCCCn1c(SCC(=O)N2c3ccccc3CCc3ccccc32)nc2c1c(=O)n(C)c(=O)n2C,?,-0.2%,6.4%,-2.7,-1.7,-6.3%
COc1cccc(C2CC(=O)Nc3c2c(=O)[nH]c2ncnn32)c1 (stereo unspecified),?,-17.6%,5.7%,-5.2,4.3,6.0%
CN(C)CC1CCCCC1OC(=O)/C=C/c1ccc(Cl)cc1Cl (stereo unspecified),29.4%,0.6%,3.8%,-9.6,5.2,?
O=C(/C=C/C=C/c1ccccc1)CC1(O)C(=O)Nc2ccccc21 (stereo unspecified),?,-3.1%,14.9%,37.3,18.5*,14.8%
CCOC(=O)c1csc(NC(=O)CN2CCN(C)CC2)n1,-6.0%,?,-0.8%,5.3,-1.7,2.7%
CCOc1ccc(NC(=O)CCCNC(=O)Cn2cnc3sc(C)c(C)c3c2=O)cc1,0.6%,21.7%,-0.1%,2.8,4.5,-2.4%
Cc1ccc(-c2cc(C(=O)O)c3ccccc3n2)c(C)c1,18.9%,9.9%,-5.9%,5.1,17.7*,18.4%
CCn1cc(/C=C(\NC(=O)c2ccc(OC)c(OC)c2)C(=O)NCCCO)c2ccccc21,12.2%,-8.0%,9.2%,38.6,-4.6,19.1%
COc1ccc(NC(=O)/C(=C\c2ccc(OS(=O)(=O)c3ccc(C)cc3)cc2)NC(=O)c2ccccc2)cc1,?,.,?,-25.1,-4.7,?
Cc1cc(C)cc(NS(=O)(=O)c2ccc(NC(=S)NC(=O)c3cccs3)cc2)c1,30.3%[activator],-0.6%,?,17.6,7.8,?
C=C1[C@@H](C)[C@H]2[C@H](Cc3ccccc3)NC(=O)[C@]23OC(=O)/C=C/[C@H](O)CCC[C@@H](C)C/C=C/[C@H]3[C@@H]1O,.,1.4%&4.9%,.,32.8&-13.1,8.3&16.6,14.2%

# Quoted at random: three compounds from above.
SMILES,Pf growth 96h,Giardia FBPA inh,Pf growth 48h,Shiga toxin inh,Cycloheximide cs,HCV inh
CCN(CC)c1ccc(NC(=O)c2cc3ccccc3o2)c(C)c1,-19.9%,0.6%,-3.3%,58.5*,25.9*,?
Cc1ncc([N+](=O)[O-])n1CC(C)O (stereo unspecified),-9.1%&42.5%,1.5%&3.0%&0.3%,-2.9%&42.3%,-5.3&11.1,-4.6&-3.9,2.82µM*
CN1C(C(=O)Nc2ccc(F)cc2F)=CC(c2cccs2)=NS1(=O)=O,4.4%,6.1%,4.6%,26.8,-3.3,-5.7%

# (cont.)
SMILES,Pf growth 96h,Giardia FBPA inh,Pf growth 48h,Shiga toxin inh,Cycloheximide cs,HCV inh
COc1ccc2nc(Cl)c(/C=N/Nc3ccccn3)cc2c1,252.9%[activator],-9.0%,80.8%[activator],36.7,23.7,-24.4%
CC[C@H](C)NC(=O)c1ccc(Cn2c(=S)[nH]c3c([nH]c4ccc(OC)cc43)c2=O)cc1,53.7%[activator],12.1%,-4.3%,2.9,5.2,9.9%
CN(C(=O)c1ccc(=O)n(Cc2ccc(Cl)cc2)c1)c1ccccc1,-21.7%,-2.6%,2.6%,24.2,-3.5,-3.4%
N/C(=N\OC(=O)COc1ccc(Cl)cc1Cl)c1ccncc1,0.1%,-2.1%,-2.6%,84.9*,43.3*,?
CCCOc1ccc(/C(O)=C2/C(=O)C(=O)N(CCCN3CCOCC3)C2c2ccncc2)cc1 (stereo unspecified),?,?,?,-15.2,4.3,.
CCOC(=O)CSc1n[nH]c(NC(=O)CC)n1,-10.0%,7.2%,?,-1.5,-0.7,11.4%
O=C(COc1ncnc2c(Cl)cc(Cl)cc12)NC1CCCCCC1,55.8%,7.6%,13.4%,-18.2,-4.1,21.4%
CC1(C)CN2C(=O)c3ccccc3C2(C)S1 (stereo unspecified),-5.8%,-0.1%,345.9%[activator],1.4,5.9,-4.6%
CC1(C)CC(=NNC(=O)c2n[nH]c3c2CCC3)CC(C)(C)N1,?,0.2%,15.5%,-12.3,-2.8,2.1%

# Taken from above:
# For HCV inh, `CC1(C)CN2C(=O)c3ccccc3C2(C)S1` (stereo unspecified) is listed with -4.6%
# For Shiga toxin inh, `CN(C(=O)c1ccc(=O)n(Cc2ccc(Cl)cc2)c1)c1ccccc1` is listed with 24.2
# For Pf growth 48h, `CC1(C)CC(=NNC(=O)c2n[nH]c3c2CCC3)CC(C)(C)N1` is listed with 15.5%
# For Pf growth 96h, `COc1ccc2nc(Cl)c(/C=N/Nc3ccccn3)cc2c1` is listed with 252.9%[activator]
# For Shiga toxin inh, `CCCOc1ccc(/C(O)=C2/C(=O)C(=O)N(CCCN3CCOCC3)C2c2ccncc2)cc1` (stereo unspecified) is listed with -15.2
